# WT yeast gro inh = growth inhibition of WT yeast, mitochondrial fusion screen; mitochondrial fusion phenotypic screen, WT strain; inhibition, % at 10 µM; hit rate 2.1% among 190,000; in the data active = inhibition above about 58%; tested in S. cerevisiae
# Myeloid diff 2 = compounds promoting myeloid differentiation; ER-HoxA9 myeloid progenitors, lysozyme-GFP differentiation, flow cytometry; calls only at 10 µM; hit rate 1% among 360,000;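 active = normalized GFP-positive differentiation at or above the plate's own cutoff, the solvent-only control mean plus 3 SD; inconclusive = no clear call, values can overlap the other calls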;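 also: cells exposed to compound for four days before flow analysis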
# Siah-1 displacement = blockers of Siah-1 interaction with plectin peptide – biochemical, fluorescence polarization, rhodamine-plectin, uHTS, primary screen (AID 1817); Siah-1 / rhodamine-plectin peptide fluorescence polarization; higher % means a stronger effect; displacement, % at 20 µM, or IC50 in µM where a hit was titrated; hit rate 0.02% among 290,000;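 active = displacement of at least 50% at 20 µM, with a fluorescence ratio check between 0.3 and a set limit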;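 also: plate controls were Siah plus tracer with DMSO for no effect and tracer alone without Siah for full effect; strong numbers were not always called active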
# PMI inhibition = human PMI inhibitors, high substrate, primary screen, biochemical, fluorescence intensity, high mannose 6-phosphate (AID 1220); hit rate 0.66% among 190,000; one-dose inhibition, % at 20 µM; IC50 in µM for titrated hits; recombinant PMI enzyme, coupled fluorescence intensity; higher % means a stronger effect
# XIAP displacement = small molecules displacing peptide from XIAP – biochemical, IAP family, fluorescence polarization (AID 1018); XIAP BIR domain, fluorescence polarization peptide displacement; higher % means a stronger effect; displacement, % at 20 µM; hits with a dose series show IC50 in µM; hit rate 0.007% among 200,000; in the data active = displacement above about 50%; also: a part of the inactive calls stands beside numbers as strong as those of hits
# RSV antiviral HEp-2 = inhibition of RSV-induced cytopathic effect – HEp-2 cells, primary 10 µM value included (AID 2391). HEp-2 cells, RSV-induced CPE inhibition; higher % means a stronger effect. one-dose CPE inhibition, % at 10 µM; IC50 in µM for titrated hits. hit rate 0.13% among 310,000; in the data active = a potency from the dose series; inconclusive = CPE inhibition mostly from about 23% at the one dose, without a potency; inactive = the rest, 99 in 100 with CPE inhibition below about 21%; also: strong numbers were not always called active
# Salmonella PhoP GFP = PhoP-dependent GFP reporter repression – Salmonella Typhimurium, primary screen (AID 1863); S. Typhimurium PhoP-regulated promoter GFP reporter, 4 h; higher % means a stronger effect; inhibition, % at 50 µM, or IC50 in µM where a hit was titrated; hit rate 0.16% among 300,000;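 active = inhibition over 29.93%, a cutoff 3 SD above the screen mean, later confirmed by dose response; inconclusive = inhibition over 29.93% but no dose response follow-up; inactive = inhibition at most 29.93% or unconfirmed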;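 also: 0% = low Mg2+ inducing control and 100% = high Mg2+ repressing control; strong numbers were not always called active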
# TNAP activation fold = stimulation of alkaline phosphatase TNAP activity – biochemical, luminescent, no phosphate acceptor, uHTS, primary screen (AID 1001) | purified TNAP, luminescent activation assay, no phosphate acceptor; higher activation fold means a stronger effect | one-dose activation fold at 20 µM; EC50 in µM for titrated hits | hit rate 0.03% among 200,000; in the data active = activation fold from about 3, or a potency from the dose series; inactive = the rest, 99 in 100 with activation fold below about 1.6; also: many of its hits are not listed in these tables
# human PMI inhibition = MPI enzyme activity inhibition – biochemical, fluorescence intensity, coupled assay, primary screen (AID 1209). purified PMI enzyme, coupled fluorescence intensity; higher % means a stronger effect. one-dose inhibition, % at 20 µM; IC50 in µM for titrated hits. hit rate 0.42% among 190,000;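 also: plate controls were DMSO vehicle for no effect and wells lacking substrate for full effect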
# WT yeast gro inh mutant strain = second read-out of WT yeast gro inh, no call of its own (marks repeat the call); inhibition, %; mitochondrial fusion phenotypic screen, mutant strain inhibition
# Myeloid diff 2 GFP+ MAC1+ % = also measured in Myeloid diff 2; calls as there; GFP+ MAC1+ double positive, %; measured here: differentiation confirmed by MAC1 staining
# * hit, by the source's call; i = inactive; ? = inconclusive; . = no result given. Rule as the data show it, unless noted: active = inhibition above about 50%; inactive = the rest.
Structure,WT yeast gro inh,WT yeast gro inh mutant strain,Myeloid diff 2,Myeloid diff 2 GFP+ MAC1+ %,Siah-1 displacement,PMI inhibition,XIAP displacement,RSV antiviral HEp-2,Salmonella PhoP GFP,TNAP activation fold,human PMI inhibition
CC(C)Nc1nnc(SC(C)C(=O)Nc2ccc(Cl)cn2)s1 (stereo unspecified),-11.9,6.6,i,0.7,4.2%,-2.0%,-3.5%,-1.7%,-7.0%,1,-0.2%
Nc1cccc(/C=C/c2ccncc2)c1,.,.,i,0.6,1.5%,.,.,3.1%,4.6%,.,.
O=C(C1CCN(c2nnc(-n3cccc3)s2)CC1)N1CCCCC1,.,.,i,1.8,-0.4%,.,.,5.8%,-2.0%,.,.
CC(C)(C)NC(=O)N1c2ccccc2Sc2ccccc21,.,.,i,0.8,-6.1%,.,.,12.7%,-1.5%,.,.
COc1cc(C2C(C(=O)c3ccco3)=C(O)C(=O)N2Cc2cccnc2)cc(OC)c1OC (stereo unspecified),12.9,-0.7,i,1.4,-2.0%,8.1%,-1.5%,-0.5%,-1.9%,1.1,2.6%
CNC(=O)CC(C(=O)O)c1ccc(OC(C)C)cc1 (stereo unspecified),5.1,12.9,i,0.9,-2.8%,12.7%,-8.0%,1.7%,-5.4%,1.1,10.4%
O=C(CSc1nnc(CNC(=O)c2cccs2)o1)NC1CCCC1,-3.4,-1.9,i,0.0,0.9%,12.3%,-9.6%,2.5%,12.6%,1.1,15.5%
COC(=O)c1sc2nc(C)c([N+](=O)[O-])c(C)c2c1N,6.9,6.8,i,0.3,7.2%,1.9%,-4.5%,1.0%,-1.3%,1.1,11.2%
C=CCn1c(=NC(=O)CC)n(C)c2ccccc21,-0.6,-6.4,i,0.4,31.9%,-11.1%,-9.5%,1.3%,-4.2%,1.1,-14.0%
O=C(Cc1ccc(-n2cccc2)cc1)NC1CCCCCC1,-2.6,-3.3,i,7.8,-9.5%,-12.4%,-8.6%,-0.1%,-3.9%,1.6,-13.3%
CCCS(=O)(=O)N1CCN(S(=O)(=O)c2ccccc2)CC1,-0.8,-9.4,i,2.1,-2.0%,-5.5%,-7.2%,0.9%,1.1%,1,-4.9%
CCOc1cc(/C=C2/C(=O)ON=C2C)ccc1O,.,.,i,0.2,10.0%,.,.,0.5%,17.2%,.,.
COC(CN(C(=O)CCl)C(C(=O)NC1CCCC(C)C1C)c1ccc(C)cc1)OC (stereo unspecified),5.5,7.9,i,1.2,-1.2%,-16.8%,-11.0%,1.9%,11.9%,1.1,-20.0%
CS(=O)(=O)c1ccc(NCCc2ccccn2)c([N+](=O)[O-])c1,.,.,i,0.3,1.8%,.,.,0.8%,6.0%,.,.
Cc1ccc(/C=N/NC(=O)c2cc(C)oc2C)o1,32.4,12.7,i,0.6,3.1%,4.2%,-3.7%,0.7%,-6.5%,1.2,7.0%
CN(C)/C=N/C(=S)Nc1ccccc1F,11.8,12.9,i,1.1,-2.8%,5.4%,-5.6%,1.9%,-1.6%,1.1,22.8%
CN(CC(=O)Nc1ncn[nH]1)S(=O)(=O)c1ccc(Br)cc1,.,.,i,0.8,-1.4%,.,.,0.3%,4.7%,.,.
COc1ccc(O)c(C(=O)c2cc(C#N)c(=O)n(Cc3ccccc3)c2)c1,2.9,0.8,i,0.2,11.1%,2.5%,-2.9%,0.1%,0.6%,1,-0.7%
COc1ccc(N2CCN(C(=O)COc3ccc4c(C)cc(=O)oc4c3)CC2)cc1,-1.1,-11.1,i,0.8,-8.9%,19.0%,-2.3%,4.6%,2.3%,1.1,0.2%
Cc1ccc(NC(=O)CN(C)C2CCCCC2)cc1Br,5.7,-5.1,i,0.2,1.7%,-7.4%,-10.6%,-3.0%,-4.4%,1,-4.8%
COc1ccccc1/C=C/[C@@H]1C[C@H]2CN(Cc3cccc(Cl)c3)C(=O)[C@]23CCCN13,7.1,3.2,i,0.5,-2.3%,.,-3.7%,49.8%,-4.0%,1.1,.
COc1ccc(CC(NC(C)=O)C(=O)NC2CCN(C(=O)c3ccccc3F)CC2)cc1 (stereo unspecified),.,.,i,0.1,4.6%,.,.,2.7%,3.8%,.,.
CC(C)/C=N/NC(=O)c1ccc(Cl)cc1,8.9,-16.6,i,0.3,-0.3%,4.9%,-12.7%,0.1%,2.7%,1,3.9%
O=c1ccc2cc(S(=O)(=O)N3CCN(c4ccccc4F)CC3)ccc2o1,.,.,i,1.6,-0.4%,.,.,12.2%,-3.7%,.,.
C=CCn1c(=N)n(CC(=O)OC)c2ccccc21,-6.3,2.3,i,0.8,-2.4%,1.0%,-2.9%,5.0%,-11.0%,1.1,0.6%
CCOc1ccccc1/C=N/NC(=O)CNC(=O)c1ccc(S(=O)(=O)N2CCOCC2)cc1,1.9,6.9,i,0.6,-5.6%,2.1%,-3.5%,1.4%,-3.9%,1,-5.7%
CCOC(=O)Nc1ccc2c(c1)N(C(=O)CN1CCN3CCCC3C1)c1ccccc1CC2 (stereo unspecified),3.4,4.9,i,0.8,0.5%,-12.4%,0.2%,-0.7%,9.7%,1.2,-13.7%
COc1ccc(S(=O)(=O)Nc2ccc(NC(C)=O)cc2)cc1Cl,-9.2,-3.5,i,0.2,1.4%,14.0%,-6.3%,1.0%,1.7%,1.1,14.0%
COc1ccc(C(=O)NCc2ccc(C(=O)O)o2)cc1,.,.,i,1.0,11.9%,.,.,-0.7%,5.8%,.,.
Cc1ccc(C(=O)NC(=S)NNC(=O)c2cccc([N+](=O)[O-])c2)cc1,.,.,i,0.8,-1.7%,.,.,0.8%,0.7%,.,.
Cc1ccc(C2=NNC(C(O)C(O)C(O)CO)S2)cc1 (stereo unspecified),-17.4,5.5,i,0.3,-0.9%,-75.9%,-4.0%,0.1%,2.8%,1,-41.6%
O=C1CC(SC2=NCCS2)C(=O)N1c1ccc(Br)cc1 (stereo unspecified),-8.2,-22.1,i,0.4,-1.4%,-12.8%,-4.9%,1.3%,-4.0%,1.1,-10.5%
COCCNC(C)C(=O)C12CC3CC(CC(C3)C1)C2 (stereo unspecified),-6.4,-7.2,i,7.7,3.5%,-9.4%,-2.7%,-2.2%,1.4%,1.1,0.2%
CC(Sc1nncn1C)C(=O)Nc1ccc(Cl)cn1 (stereo unspecified),-1.4,1.7,i,0.2,-2.2%,-5.9%,0.1%,0.0%,-6.5%,1.3,-2.6%
Cc1cnnn1-c1ccc([N+](=O)[O-])cc1,2.6,-8.2,i,0.4,-0.9%,-7.3%,-0.1%,-1.4%,3.8%,1.1,-5.6%
Cc1ccc(S(=O)(=O)NCCCn2ccnc2)cc1C(=O)NC(C)C,.,.,i,0.8,0.8%,.,.,-0.9%,-9.0%,.,.
CCOC(=O)c1cc(-c2cccc([N+](=O)[O-])c2)n[nH]1,-6.4,5.0,i,0.8,3.7%,6.4%,-4.8%,2.3%,-7.0%,0.4,10.6%
O=S(=O)(Nc1ccccc1)c1ccc(-c2cnc(C3CC3)o2)cc1,.,.,?,.,0.4%,.,.,-1.1%,12.5%,.,.
Cn1c(=O)c2c(nc(Sc3n[nH]c(N)n3)n2Cc2ccccc2Cl)n(C)c1=O,-13.4,-20.0,i,2.0,-3.5%,-14.4%,-5.6%,2.8%,-1.9%,0.9,-19.1%
COC(=O)CCCC(=O)N1CCC(CO)(CCc2ccccc2)CC1,.,.,i,0.9,3.0%,.,.,0.5%,-3.8%,.,.
CCNC(=O)c1c(O)c2c([nH]c1=O)CCCC2,.,.,i,0.3,6.5%,.,.,1.5%,-0.7%,.,.
Cc1ccc2c(c1)C(=O)N(CCCCO)C2=O,-0.1,15.0,?,.,0.2%,13.3%,-2.3%,1.9%,-2.0%,1.1,-2.8%
Cc1nn(-c2ccccc2)nc1C(=O)Nc1ccc2[nH]ncc2c1,.,.,i,0.8,-0.3%,.,.,2.5%,-2.7%,.,.
CCOC(=O)CSc1ncnc2c(C(=O)OCC)c3n(c12)CCC3,1.6,-22.9,i,0.2,-1.3%,-0.7%,-4.8%,2.4%,-12.8%,1,11.2%
S=C(Nc1ccc(Cl)cc1)NN1CCOCC1,-1.0,0.0,i,0.6,5.5%,-13.1%,-7.5%,1.2%,-13.2%,1.2,-0.9%
O=C(Cc1ccc(F)cc1)Nc1ccc(S(=O)(=O)N2CCCCC2)cc1,3.8,-9.7,i,0.4,0.4%,7.4%,-5.8%,14.6%,-2.9%,1,12.5%
CCOC(=O)c1sc2nc(C)nc(NCCc3ccccn3)c2c1C,-1.4,-8.0,i,0.0,-5.4%,-2.2%,4.1%,1.0%,-5.6%,1.1,-3.9%
CC(Oc1ccc(Cl)cc1)c1ccnn1S(C)(=O)=O (stereo unspecified),-6.0,-5.7,i,0.7,-0.8%,-14.8%,-1.3%,1.2%,-8.6%,1.1,-11.7%
O=C(O)c1ccc(N2C(=O)CC(SC(=NCc3ccc4c(c3)OCO4)Nc3ccc(F)cc3)C2=O)cc1 (stereo unspecified),1.1,-4.4,i,0.5,2.3%,2.0%,-7.1%,23.9µM*,-3.1%,1.1,3.4%
CC(=O)c1ccc(NC(=O)CCc2nnc3ccc(N4CCCC4)nn23)cc1,.,.,i,1.4,0.0%,.,.,0.4%,2.4%,.,.
Cc1ccc(CNC(=O)CSc2ccc(-c3ccco3)nn2)cc1,3.2,-5.1,i,0.4,2.0%,18.0%,-17.3%,1.2%,-14.7%,1,18.3%
CNc1ccccc1NC(=O)CCn1c(=S)oc2ccccc21,.,.,i,0.3,-3.3%,.,.,-0.4%,-2.4%,.,.
COCCCn1c(-c2ccsc2)nc2c1c(=O)[nH]c(=O)n2Cc1ccccc1,5.6,1.1,i,0.7,-1.0%,-4.8%,-8.7%,0.7%,12.3%,1,-3.3%
Cc1c(F)cccc1NC(=O)CCCCCC1NC(=O)NC1C (stereo unspecified),-3.0,-0.9,i,0.4,-6.9%,-13.4%,2.5%,-0.8%,-0.9%,1.1,-13.8%
CCC(=O)Nc1c2c(nn1-c1ccc(F)cc1)CS(=O)C2 (stereo unspecified),9.1,10.1,i,5.9,1.4%,6.4%,-1.5%,4.8%,1.9%,1.2,4.2%
CN1CCN(S(=O)(=O)c2ccc(N3CCN(C(c4ccccc4)c4ccccc4)CC3)nc2)CC1,69.2*,41.1*,i,0.3,-4.2%,18.0%,-9.9%,3.5%,5.0%,1,16.4%
CCn1c(O)c(C=NC2CCCC(C)C2C)sc1=S (stereo unspecified),.,.,i,0.2,0.2%,.,.,15.2%,-2.1%,.,.
